ELG1 genotox = genotoxicity induction in ELG1-luciferase HEK293T cells. Potency, µM (top dose mostly 46 µM), inactives show at the highest dose activity change, positive = activation, usual class: activators. AID 504466. HEK293T ELG1-luciferase reporter, luminescence, 16 h. 330,000 tested, 1.3% active; further: potency means the concentration at half of the fitted maximal effect; % of control where 0% means no effect; nearly all actives have a fitted effect of over 60% in size
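Genotoxic stress is detected as increased luminescence from luciferase-tagged ELG1 in HEK293T cells, measured with ONE-Glo after a 16 hr treatment at 37 °C.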
S-ASM inh = blocks human secretory acid sphingomyelinase; P17405; placental ASM, HMU-PC fluorogenic substrate, 60 min; Potency, µM (series often up to 57.5 µM), without a hit: top-dose activity change, negative = inhibition, usual class: inhibitors; 340,000 tested, 0.006% active; further: potency means the concentration at half of the fitted maximal effect
Target sequence (P17405 47-631 limits assumed): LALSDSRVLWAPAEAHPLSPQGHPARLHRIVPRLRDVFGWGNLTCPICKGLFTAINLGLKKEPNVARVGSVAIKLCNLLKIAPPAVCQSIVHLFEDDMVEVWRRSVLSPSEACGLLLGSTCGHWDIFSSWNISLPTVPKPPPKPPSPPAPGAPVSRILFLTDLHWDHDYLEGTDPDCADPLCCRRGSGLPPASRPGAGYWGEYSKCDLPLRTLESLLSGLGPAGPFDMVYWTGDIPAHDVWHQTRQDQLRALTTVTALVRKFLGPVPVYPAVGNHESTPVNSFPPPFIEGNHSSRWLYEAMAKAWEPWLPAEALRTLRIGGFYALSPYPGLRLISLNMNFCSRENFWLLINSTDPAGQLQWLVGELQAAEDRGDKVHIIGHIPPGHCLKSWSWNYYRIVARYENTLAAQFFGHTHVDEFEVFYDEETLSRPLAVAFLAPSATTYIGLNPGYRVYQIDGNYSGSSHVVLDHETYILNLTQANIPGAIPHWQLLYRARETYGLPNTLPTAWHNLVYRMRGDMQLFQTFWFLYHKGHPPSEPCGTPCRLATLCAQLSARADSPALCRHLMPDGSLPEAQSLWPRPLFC
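HMU-PC0 cleavage (9 uM final) by human placental ASM, 60 min at 37 °C following 10 min compound exposure at RT; stopped at pH 10, fluorescence Ex 386/Em 447 nm.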
Eya2 inh = blocks the phosphatase activity of human Eya2. AID 488837. 330,000 tested, 0.006% active. recombinant Eya2, OMFP fluorescence dephosphorylation (OMFP is methylfluorescein phosphate). Potency, µM (titrated, usually from 76.9 µM), for the others: top-dose activity, negative = inhibition, hits mostly inhibitors. O00167; further: potency means the concentration at half of the fitted maximal effect; on the % scale 0 is the no-effect control and ±100 the full control effect
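Eya2 protein (added as 0.2 uM solution) was preincubated with compound for 10 min at ambient temperature in 50 mM HEPES pH 7.5, 50 mM NaCl, 5 uM MgCl2, 0.05% BSA, 1 mM DTT. OMFP (added at 50 uM) then reacted 10 min; fluorescence read at 485/525 nm.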
a7 integrin act = activates integrin-mediated alleviation for muscular dystrophy. alpha7betagal myoblasts, beta-gal FDG fluorescence, 48 h. Potency, µM (titrated, usually from 38.3 µM), for the others: at the highest dose activation, usual class: activators. 350,000 tested, 0.064% active;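 further: potency means the concentration at half of the fitted maximal effect; 100% = response of the positive control SU9516; nearly all actives have a fitted effect of over 60% in size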
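Alpha7betagal+/- myoblasts (passage 13) were plated 16-24 hr, then exposed to compounds (1:260 dilution of DMSO stock) for 48 hours at 37C. After MPER lysis, β-galactosidase reporter activity was read as FDG fluorescence (ex 480/em 540) after 30 minutes.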
B2AR arrestin = beta2AR (human) beta-arrestin recruitment activity; beta-arrestin recruitment to beta2AR, cell-based reporter; Potency, µM (doses to about 46.1 µM), for inactives: at the top dose activation, usual class: activators; 330,000 tested, 0.02% active;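 further: potency means the concentration at half of the fitted maximal effect; 0% = DMSO controls and full agonism = EC100 isoproterenol or metaproterenol; nearly all actives have a fitted effect of over 65% in size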
Target sequence (P07550 whole entry, looked up): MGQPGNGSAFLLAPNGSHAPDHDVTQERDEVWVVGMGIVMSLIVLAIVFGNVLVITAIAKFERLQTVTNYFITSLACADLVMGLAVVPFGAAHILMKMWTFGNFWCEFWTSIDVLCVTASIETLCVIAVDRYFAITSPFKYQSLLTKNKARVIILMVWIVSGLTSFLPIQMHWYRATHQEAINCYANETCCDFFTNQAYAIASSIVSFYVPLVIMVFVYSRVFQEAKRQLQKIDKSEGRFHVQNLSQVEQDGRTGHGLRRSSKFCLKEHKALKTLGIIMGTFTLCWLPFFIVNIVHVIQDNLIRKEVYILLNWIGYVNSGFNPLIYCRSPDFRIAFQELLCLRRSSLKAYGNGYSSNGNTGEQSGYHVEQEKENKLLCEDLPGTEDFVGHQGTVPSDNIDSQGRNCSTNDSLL
p53 reactivation = mutant p53 re-activation in reporter cells; AID 504706; 320,000 tested, 0.063% active; Potency, µM (titrated, usually from 92.2 µM), inactives show at the top dose activity change, positive = activation, hits mostly activators; H1299 p53-A138V BP100-luciferase reporter, luminescence, 24 h; further: potency means the concentration at half of the fitted maximal effect; % of control where 0% means no effect; nearly all actives have a fitted effect of over 45% in size
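H1299 (p53-null), stable ts p53-A138V + BP100-Luc; 1000 cells/well, Opti-MEM/10% FBS; cpd 4 pt, 1:5; 24 h, 37 deg C, 5% CO2; detection reagent 10 min RT; luminescence.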
uPA surface inh = blocks generation of uPA at the cell surface. cell surface uPA generation assay, qHTS. Potency, µM (series often up to 38.3 µM), for inactives: at the top dose activity change, negative = inhibition, usual class: inhibitors. 330,000 tested, 0.31% active; active means well fitted inhibition curve with a large enough effect; inconclusive means small, poorly fitted or top-dose-only effect; inactive means no such curve, though single readings can be large or run the other way; tested in mouse RAW 264.7 cells; further: potency means the concentration at half of the fitted maximal effect; on the % scale 0 is the no-effect control and ±100 the full control effect; nearly all actives have a fitted effect of over 55% in size
BRCA1 expr up = increases BRCA1 expression; MCF7-BRCA1-FFLuc reporter, luminescence, 48 h; response scale: scaled: vehicle 0%, 10 µM genistein 100%; Potency, µM (doses to about 46.1 µM), for inactives: at the top dose activation, most hits filed as activators; 380,000 tested, 1.1% active; further: potency means the concentration at half of the fitted maximal effect; nearly all actives have a fitted effect of over 80% in size; some results filed as inactive show a strong effect at the top dose
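Reporter cells (MCF7, BRCA1 promoter-firefly luciferase) received library compounds across a concentration series for 48 h. End-point luminescence was measured and concentration-effect curves derived after normalization.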
TRPV1 agonist = human TRPV1 agonism; activation, % at 8.33 µM; 320,000 tested, 0.19% active; TRPV1-expressing cells, Fluo-8 calcium influx, agonist mode; Q8NER1; AID 540275; in the data active means activation above about 80%; inconclusive means between about 30% and that limit; further: 0% is about no effect
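Fluo-8 calcium influx in TRPV1-expressing cells, kinetic read (ex 480/em 520 nm). Compound added and read 3 min for agonist activity, followed by capsaicin at EC20 final and 2 min further read for enhancement.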
PTAP TSG101 blk = blocks PTAP/TSG101 interaction to inhibit HIV-1 budding; Q99816; Fluorescence polarization, FITC-PTAP peptide / Tsg101 binding; Potency, µM (titrated, usually from 115 µM), inactives show at the top dose activity change, negative = inhibition, actives largely listed as inhibitors; 340,000 tested, under 10 active; AID 493005; active means well fitted inhibition curve with a large enough effect in the main read-out, with a control signal flat, not every such curve was filed as active; inconclusive means small, poorly fitted or top-dose-only effect, or effect the other way, or a change in a side signal; inactive means no such curve, though single readings can be large or run the other way; further: potency means the concentration at half of the fitted maximal effect; % of control where 0% means no effect
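Fluorescence anisotropy tracks displacement of a FITC-tagged PTAP peptide (50 nM) from the Tsg101 binding domain (10 uM), following a 20 min room-temperature incubation at pH 7.5.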
USP2a block = USP2a (human) protease inhibition. USP2 core, Ub-CHOP2 coupled fluorogenic reporter, 485/531. Potency, µM (doses to about 38.3 µM), inactives show top-dose activity change, negative = inhibition, actives largely listed as inhibitors. 330,000 tested, 0.01% active. AID 463254;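 further: potency means the concentration at half of the fitted maximal effect; plate controls were DMSO wells for no effect and full inhibition by NEM control for full effect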
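USP2 core (10nM final) preincubated 30min RT with compound in 20mM Tris-HCl pH 8.0, 2mM CaCl2, 2mM beta-mercaptoethanol, 0.05% CHAPS; 25nM Ub-CHOP2 plus 25nM reporter substrate added, fluorescence (Ex485/Em531) read after 60min.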
An asterisk follows results filed as active; ? = inconclusive; . = no result given; [ ] = another dose, or the depositor's remark. Unless noted, the call rests on the fitted dose curve; in most records, active means well fitted curve in the direction sought with a large enough effect; inconclusive means small, poorly fitted or top-dose-only effect, or another doubt; inactive means no such curve, though single readings can be large; an effect the other way counts as inactive or inconclusive. Compounds were not picked by outcome; about 2.6% have a hit in one of these screens.

# | mol | ELG1 genotox | S-ASM inh | Eya2 inh | a7 integrin act | B2AR arrestin | p53 reactivation
1 | COc1cc(OC)cc(C(=O)OCc2ccc([N+](=O)[O-])cc2)c1 | -1% | -1% | 5% | -20% | -0.1% | 1%
2 | CCCOc1ccc(C(O)CCNC(CC(=O)O)c2ccccc2)cc1 (centres undefined) | 2% | 5% | 2% | 7% | -0.5% | 0%
3 | O=C(COc1ccccc1)c1cn(CC(=O)N2CCCC2)c2ccccc12 | 1% | 0% | -1% | 44% | -0.1% | -3%
4 | Cc1nc2ccccc2c2oc(C(=O)NCCCN3CCCC3=O)cc12 | -1% | 2% | 2% | 9% | -0.1% | 4%
5 | CC12CCC(C(=O)NCc3ccccc3Cl)(C(Br)C1=O)C2(C)C (centres undefined) | 10% | 6% | 1% | 28% | -0.7% | 0%
6 | O=C(Cn1nnc(-c2cccc(C(F)(F)F)c2)n1)N1CCCCCC1 | 1% | -3% | -1% | -2% | -1.0% | -2%
7 | Oc1cccc2ccc(/C=C/c3ccccc3Cl)nc12 | 18µM* | -5% | 4% | -50%[inhibitor] | 0.3% | ?
8 | O=C(O)c1ccc(-c2nc(-c3ccc(Cl)c(Cl)c3)cs2)cc1 | 0% | 3% | 0% | -8% | -0.2% | 8%
9 | BrC(/C=N/N1CCN(Cc2ccccc2)CC1)=C/c1ccccc1 | -9% | 1% | -3% | -27% | 0.4% | 4%
10 | COc1cc(/C=N/n2c(COc3ccccc3)n[nH]c2=S)cc(OC)c1OC(C)=O | 2% | 28% | -19% | -5% | -0.1% | 2%

# | uPA surface inh | BRCA1 expr up | TRPV1 agonist | PTAP TSG101 blk | USP2a block
1 | 1% | -4% | 9 | 1% | 2%
2 | 0% | -32% | 5 | -2% | 2%
3 | 0% | 0% | -2 | -11% | 8%
4 | 18% | 8% | 0 | -3% | 5%
5 | -5% | 14% | -5 | -1% | 1%
6 | 6% | 10% | 21 | -9% | 2%
7 | 8% | -35% | 3 | -3% | 3%
8 | 23% | ? | 3 | -11% | 4%
9 | -6% | 24% | ? | -5% | -1%
10 | 6% | -8% | 2 | -5% | 2%

(more compounds)
# | mol | ELG1 genotox | S-ASM inh | Eya2 inh | a7 integrin act | B2AR arrestin | p53 reactivation
11 | O=C(CN1CCCCC1)Nc1ccccc1Oc1ccccc1 | -2% | 2% | -23% | -15% | 0.2% | 4%
12 | COc1cccc(N2[C@@H](CC(=O)O)c3ccc(/C=C/C(=O)O)cc3S2(=O)=O)c1 | . | 7% | . | 4% | . | .
13 | Cc1nc(C)n(C(C)CNS(=O)(=O)c2ccc(C)c(C)c2)n1 (centres undefined) | -2% | 0% | -2% | 33% | -0.5% | -4%
14 | C=CC[C@@H](Cc1ccc(F)cc1)C(=O)OC[C@H]1CCCN1C(=O)[C@H](CC=C)CC(=O)N(CCO)Cc1ccccc1 | -6% | 0% | -8% | -7% | 2.9% | 2%
15 | C[C@H](CO)N1C[C@H](C)[C@@H](CN(C)C(=O)Nc2ccc3c(c2)OCO3)Oc2c(NC(=O)C3CCCCC3)cccc2C1=O | 0% | -1% | 9% | -17% | -0.4% | -4%
16 | CCCCOc1ncnc2c1[nH]c1ccccc12 | 0% | 2% | 6% | -46%[inhibitor] | -0.3% | ?
17 | CNc1ccc(C(=O)OCC(=O)NC(=O)NC2CCCCC2)cc1[N+](=O)[O-] | 6% | -3% | -13% | 7% | -0.5% | 13%
18 | CCSc1ccc([C@@H]2[C@H]3C(=O)N(C)C(=O)[C@H]3[C@]3(C(=O)OC)CCCCN23)cc1OC | -7% | -10% | -3% | 4% | -0.8% | -6%
19 | COc1ccc(CCN2CC(C(=O)Nc3nccs3)CC2=O)cc1OC (centres undefined) | 0% | 4% | -19% | -38% | -0.1% | 1%
20 | O=C(Nc1ccc(OC(F)(F)F)cc1)C1CC(=O)N(Cc2ccco2)C1 (centres undefined) | 1% | 3% | -2% | 7% | 0.5% | -4%

# | uPA surface inh | BRCA1 expr up | TRPV1 agonist | PTAP TSG101 blk | USP2a block
11 | 5% | -36% | ? | 1% | -1%
12 | 6% | -10% | . | -3% | .
13 | 1% | 1% | -4 | -4% | 0%
14 | 10% | -30% | . | -3% | -12%
15 | 6% | -31% | . | 1% | 3%
16 | -11% | -18% | ? | 2% | 2%
17 | 2% | -17% | . | -1% | 2%
18 | 2% | -37% | 4 | 0% | -5%
19 | 14% | 1% | . | -5% | 0%
20 | -9% | -14% | 8 | 0% | 4%

Entries by screen from the list:
Entries 11–18 in ELG1 genotox, in turn: -2%, ., -2%, -6%, 0%, 0%, 6%, -7%

Of the compounds above, these contain fluorine:
# | mol | ELG1 genotox | S-ASM inh | Eya2 inh | a7 integrin act | B2AR arrestin | p53 reactivation
6 | O=C(Cn1nnc(-c2cccc(C(F)(F)F)c2)n1)N1CCCCCC1 | 1% | -3% | -1% | -2% | -1.0% | -2%
14 | C=CC[C@@H](Cc1ccc(F)cc1)C(=O)OC[C@H]1CCCN1C(=O)[C@H](CC=C)CC(=O)N(CCO)Cc1ccccc1 | -6% | 0% | -8% | -7% | 2.9% | 2%
20 | O=C(Nc1ccc(OC(F)(F)F)cc1)C1CC(=O)N(Cc2ccco2)C1 (centres undefined) | 1% | 3% | -2% | 7% | 0.5% | -4%

# | uPA surface inh | BRCA1 expr up | TRPV1 agonist | PTAP TSG101 blk | USP2a block
6 | 6% | 10% | 21 | -9% | 2%
14 | 10% | -30% | . | -3% | -12%
20 | -9% | -14% | 8 | 0% | 4%

Remaining list, next part:
# | mol | ELG1 genotox | S-ASM inh | Eya2 inh | a7 integrin act | B2AR arrestin | p53 reactivation
21 | CC(C)Cc1cc(C(=O)Nc2cc(C(F)(F)F)ccc2Cl)no1 | 0% | -3% | -21% | -5% | -0.1% | -1%
22 | O=C(NC(Cc1ccc2c(c1)OCO2)C(=O)N1CCCC1C(=O)O)c1ccccc1 (centres undefined) | 2% | 3% | 17% | 33% | 0.4% | 0%
23 | CN(CC(=O)Nc1ccc(Cl)cc1)C(=O)c1ccc(-n2cncn2)c([N+](=O)[O-])c1 | 1% | . | -2% | 9% | -0.1% | 1%
24 | COc1ccc(NC(=O)C(c2ccc(OC)cc2)N(C)C(=O)Cc2cccs2)cc1 (centres undefined) | 0% | -2% | -4% | -5% | 0.4% | 2%
25 | Cc1ccccc1NC(=S)NCCc1ccccc1 | 0% | -1% | 4% | -27% | 0.1% | 15%
26 | Cc1ccc(-c2nc(N)n(C(=O)c3cccs3)n2)cc1 | -3% | 2% | 17% | -6% | 0.2% | 1%
27 | Cc1nn(C)c(C)c1S(=O)(=O)NCc1cccs1 | 0% | 4% | -12% | 15% | -0.3% | 2%
28 | COc1ccccc1NC(=O)Cc1ccc(-c2ccccc2)cc1 | ? | -6% | 1% | -137%[inhibitor] | 0.3% | 7%
29 | O=C(OCC(=O)N(CCc1ccccc1)Cc1ccccc1)c1ccccc1O | -3% | -2% | 9% | -35% | 0.0% | 3%
30 | CC(OC(=O)c1cccs1)C(=O)NC1CC1 (centres undefined) | 3% | -1% | 3% | 7% | -0.5% | -1%
31 | CCC(CO)NC(=O)c1cc2c(s1)CCC2 (centres undefined) | 5% | 1% | -19% | 11% | 0.3% | -4%
32 | C#CCOCCOCCOCCNc1nc(N2CCN(C(=O)[C@H](CCCCN)n3cc(CN)nn3)CC2)nc(N2CCN(C(=O)[C@H](CC(N)=O)n3cc(C(N)[C@H](C)CC)nn3)CC2)n1 (some centres undefined) | 2% | 3% | -13% | 12% | 0.2% | -2%

# | uPA surface inh | BRCA1 expr up | TRPV1 agonist | PTAP TSG101 blk | USP2a block
21 | 3% | 10% | 0 | -4% | -1%
22 | -4% | 0% | -2 | -4% | -1%
23 | 10% | -4% | -2 | -2% | 1%
24 | -4% | -13% | 6 | -5% | 2%
25 | -2% | -5% | 0 | -1% | 0%
26 | 3% | -2% | 2 | -3% | 11%
27 | 2% | 10% | 0 | 0% | 4%
28 | -27% | -8% | 2 | 25% | 0%
29 | -13% | -24% | 22 | 0% | 0%
30 | 5% | 10% | 0 | 1% | 1%
31 | -4% | 34% | -3 | -4% | 1%
32 | 1% | 4% | . | -4% | 2%

2 compounds drawn at random from the list so far, as already listed:
# | mol | ELG1 genotox | S-ASM inh | Eya2 inh | a7 integrin act | B2AR arrestin | p53 reactivation
22 | O=C(NC(Cc1ccc2c(c1)OCO2)C(=O)N1CCCC1C(=O)O)c1ccccc1 (centres undefined) | 2% | 3% | 17% | 33% | 0.4% | 0%
26 | Cc1ccc(-c2nc(N)n(C(=O)c3cccs3)n2)cc1 | -3% | 2% | 17% | -6% | 0.2% | 1%

# | uPA surface inh | BRCA1 expr up | TRPV1 agonist | PTAP TSG101 blk | USP2a block
22 | -4% | 0% | -2 | -4% | -1%
26 | 3% | -2% | 2 | -3% | 11%
